High-throughput results from PubChem BioAssay.
PMK inhibit: S. pneumoniae PMK inhibitors, primary screen, biochemical, mevalonate pathway, pilot trial included; phosphomevalonate kinase (Streptococcus pneumoniae D39); purified PMK, PK/LDH-coupled NADH absorbance 340 nm; inhibition, % at 10 µM; actives 0.49% (n = 65,000); AID 539, 2006;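 active means top-ranked compounds by inhibition in the single 10 µM screen, taking a fixed number of the strongest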;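 further: 0% = full reaction with DMSO carrier and 100% = background rate without enzyme reaction; no value below 0 was filed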
Bfl-1 displacement: Bfl-1 inhibitors, primary screen, biochemical, fluorescence polarization, FITC-Bid, mouse (AID 432); Bcl-2-related protein A1 (Mus musculus); FITC-Bid BH3 peptide fluorescence polarization displacement; higher % means a stronger effect; displacement, % at 20 µM, or IC50 in µM where a hit was titrated; actives 0.02% (n = 64,000); in the data active means a potency from the dose series; inactive means the rest, 99 in 100 with displacement below about 15%; further: strong numbers were not always called active
HPDE-C7K KRASV12: cytotoxicity in KRAS-transformed pancreatic duct cells, primary screen, cell-based, fluorescence, HTS (AID 431) | HPDE-C7K KRASV12 cells, Alamar Blue viability, 48 h; higher % means a stronger effect | cytotoxicity, % at 10 µM; hits with a dose series show EC50 in µM | actives 1.7% (n = 63,000);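 active means compounds whose percent cytotoxicity in the single-dose primary screen, scaled between solvent and toxic-drug controls, exceeds 50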;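 further: 0% = DMSO solvent wells and 100% = doxorubicin-treated wells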
LYP inhibition: LYP phosphatase inhibitors, primary screen, biochemical, DiFMUP fluorescence, recombinant catalytic domain, 10 µM (AID 606); Tyrosine-protein phosphatase non-receptor type 22 (Homo sapiens); recombinant LYP catalytic domain, DiFMUP fluorescence; higher % means a stronger effect; 52,000 tested, under 10 active; one-dose inhibition, % at 10 µM; IC50 in µM for titrated hits;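 active means IC50 under 40 µM in the dose-response test; inactive means IC50 of 40 µM or more, or never dose-tested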
Spn DPM-DC inh: S. pneumoniae DPM-DC inhibitors, primary screen, biochemical, PK/LDH-coupled NADH fluorescence; actives 0.49% (n = 65,000); diphosphomevalonate decarboxylase (Streptococcus pneumoniae D39); calls only at 10 µM; purified DPM-DC;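 active means the 320 compounds with the highest percent inhibition in the single-dose primary screen, excluding strongly autofluorescent ones, cut at about 32% in these data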;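 further: kinetic rate of NADH fluorescence loss reporting ADP formed by the decarboxylase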
Spn MK inh: S. pneumoniae MK inhibitors, primary screen, biochemical, PK/LDH-coupled NADH absorbance; mevalonate kinase [Streptococcus pneumoniae D39]; purified MK, PK/LDH-coupled NADH absorbance 340 nm; inhibition, % at 10 µM; actives 0.48% (n = 65,000); AID 555, 2006;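 active means ranked among the strongest by inhibition in the single 10 µM screen, a fixed top-ranked set picked for dose follow-up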; further: no value below 0 was filed
HT1080 cytotoxicity: cytotoxicity in HT1080 fibrosarcoma cells, cell-based, fluorescence readout (AID 620). HT1080 viability, fluorescence; higher % means a stronger effect. one-dose cytotoxicity, % at 10 µM; EC50 in µM for titrated hits. actives 0.42% (n = 87,000);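 further: cells exposed to compound overnight then 4 h with Alamar Blue; 0% = vehicle DMSO and 100% = killing control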
Alkaline phosphatase: human TNAP enzyme inhibitors, biochemical, luminescent (AID 518) | Alkaline phosphatase, tissue-nonspecific isozyme (Homo sapiens) | purified TNAP enzyme, luminescent substrate readout; higher % means a stronger effect | inhibition, % at 20 µM, or IC50 in µM where a hit was titrated | actives 0.09% (n = 64,000); in the data active means a potency from the dose series; inactive means the rest, 99 in 100 with inhibition below about 22%;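 further: plate controls were vehicle for no effect and reference inhibitor for full effect; many of its hits are not listed in these tables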
HPDE-C7 cytotoxicity: cytotoxicity in HPDE-C7 cells, cell-based, fluorescence, HTS (AID 430); cytotoxicity, % at 10 µM; hits with a dose series show EC50 in µM; actives 1.8% (n = 63,000); HPDE-C7 pancreatic duct cells viability, fluorescence; higher % means a stronger effect;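 further: cells exposed to compound for 48 hours before viability readout; 0% = vehicle and 100% = reference cytotoxic drug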
PMK inhibit pilot replicates: recorded beside PMK inhibit, whose call it bears; inhibition, %; measured here: pilot screen replicates
Spn MK inh pilot replicates: second read-out of Spn MK inh, no call of its own (marks repeat the call); inhibition, %; measured here: pilot screen replicates
Spn DPM-DC inh pilot screen %: also measured in Spn DPM-DC inh; calls as there; inhibition, %; measured here: pilot screen trials
* marks the source's active call; other numbers are inactive results; i = inactive; . = not tested or not shown; + = active, no number; & = joins results of further samples. Unless noted, no stated cut-off is given here; in the data, active means cytotoxicity above about 50%; inactive means the rest.

SMILES | PMK inhibit | Bfl-1 displacement | HPDE-C7K KRASV12 | LYP inhibition | Spn DPM-DC inh | Spn MK inh | HT1080 cytotoxicity | Alkaline phosphatase | HPDE-C7 cytotoxicity | others
Cc1nc(NCCCN2CCOCC2)c2oc3ccccc3c2n1 | 0 | -5% | 7% | 11% | i | 7 | 4% | 7% | -5%
COc1ccc(N2CSC3=C(C#N)C(c4cc(OC)ccc4OC)CC(=O)N3C2)c(OC)c1 (stereo unspecified) | 3 | 3% | 16% | . | i | 25 | . | 4% | 10%
Cc1ccc(NC(=O)CCNS(=O)(=O)c2ccc3c(c2)oc(=O)n3C)c(C)c1 | 7 | 2% | -13% | -1% | i | 0 | 2% | 6% | -7%
Cc1onc(-c2ccccc2Cl)c1-c1nc(-c2ccccn2)no1 | 9 | -3% | 15% | 11% | i | 12 | -10% | 15% | 34%
CC(C)COc1ccc(-c2nnn(CC(=O)N3CCCC3)n2)cc1 | 5 | 2% | 4% | 9% | i | 5 | -4% | 14% | 0% | PMK inhibit pilot replicates=0.0;Spn MK inh pilot replicates=0.0;Spn DPM-DC inh pilot screen %=0.5
O=C(NCN1CCCCC1)c1cccnc1 | 14 | -8% | 8% | 3% | i | 8 | -3% | 18% | 4% | PMK inhibit pilot replicates=5.0;Spn MK inh pilot replicates=0.0;Spn DPM-DC inh pilot screen %=0.0
Cc1ccc(-n2ncc3c(=O)n(CC(=O)NC4CCCC4)cnc32)cc1C | 10 | -2% | 6% | 4% | i | 6 | -9% | -4% | 6%
COc1ccccc1NC(=O)CCc1nc(-c2cccs2)no1 | 15 | 1% | -10% | 4% | i | 1 | . | 7% | -23%
CC1CC(C)CN(CCCNC(=O)Cn2ncc3c(=O)oc4ccccc4c32)C1 (stereo unspecified) | 7 | -3% | 7% | 10% | + | 10 | -4% | 4% | -3%
Cn1cnc2nc3n(c2c1=O)CCC3 | 0 | 5% | 1% | . | i | 6 | . | 1% | -13%
Cn1c(=O)n(C)c2cc(/C=N/n3cnnc3)ccc21 | 11 | -2% | 4% | . | i | 5 | -18% | -2% | -4%
CC(c1ccccc1)C1C(C#N)=C(N)OC2=C1C(=O)CC(C)(C)C2 (stereo unspecified) | 17 | 3% | -8% | . | i | 9 | -7% | 16% | 2%
CCCCC(=O)Nc1cccc(-c2cn3ccsc3n2)c1 | 14 | -3% | 19% | . | i | 8 | 21% | 9% | 16%
COc1ccc(OC)c(NC(=O)CSc2nc3cccnc3n2C)c1 | 9 | -4% | -7% | 12% | i | 0 | 2% | 4% | -4%
Cc1cccc(N2CCN(C(=O)CS(=O)(=O)Cc3nc(-c4ccccc4F)oc3C)CC2C)c1 (stereo unspecified) | 0 | -6% | 8% | 9% | i | 7 | -8% | 13% | 1%
CCOc1cc(C(=O)N2CCN(c3ccccc3)CC2)cc(OCC)c1OCC | 6 | 4% | -3% | 2% | i | 0 | 11% | 6% | -6% | PMK inhibit pilot replicates=2.0;Spn MK inh pilot replicates=0.0;Spn DPM-DC inh pilot screen %=0.5
COc1ccccc1C(=O)NCCN1CCN(C(=O)c2ccccc2OC)CC1 | 13 | 1% | . | -4% | i | 0 | 10% | 3% | .
Cc1ccccc1-c1noc(-c2ccc(O)cc2)n1 | 4 | 0% | 30% | . | i | 2 | 1% | 6% | 53%*
O=C1CCc2cc(S(=O)(=O)N3CCC(C(=O)Nc4nccs4)CC3)ccc2N1 | 0 | -9% | 1% | 11% | i | 5 | -1% | 20% | -12% | PMK inhibit pilot replicates=3.0;Spn MK inh pilot replicates=1.5;Spn DPM-DC inh pilot screen %=1.5
Cc1ccc(CCNC(=O)C2CCCN(S(=O)(=O)c3cccc4nsnc34)C2)cc1 (stereo unspecified) | 0 | 2% | -7% | -15% | i | 6 | 0% | 12% | -2%
CCOC(=O)c1c(NC(C)=O)no[n+]1[O-] | 10 | 3% | -10% | 3% | i | 5 | 3% | 1% | -14%
Cc1ccc(N2CC(C(=O)NCc3cccs3)CC2=O)cc1 (stereo unspecified) | 8 | 3% | 3% | -4% | i | 0 | -5% | 9% | 0%
OCC(CO)(CO)N=Cc1cc(Br)ccc1O | 20 | -6% | 7% | . | i | 19 | -3% | 6% | 8%
N=C1C(c2ccccc2)=C(O)CN1c1ccc2c(c1)OCO2 | 14 | -2% | . | 6% | i | 0 | 8% | 8% | .
O=C(CN1C(=O)c2ccccc2S1(=O)=O)NCCSC1CCCCC1 | 10 | -5% | -5% | 13% | i | 7 | 5% | 14% | 5%

Three entries already listed, ordered by formula weight, low to high:
SMILES | PMK inhibit | Bfl-1 displacement | HPDE-C7K KRASV12 | LYP inhibition | Spn DPM-DC inh | Spn MK inh | HT1080 cytotoxicity | Alkaline phosphatase | HPDE-C7 cytotoxicity | others
COc1ccccc1NC(=O)CCc1nc(-c2cccs2)no1 | 15 | 1% | -10% | 4% | i | 1 | . | 7% | -23%
Cc1onc(-c2ccccc2Cl)c1-c1nc(-c2ccccn2)no1 | 9 | -3% | 15% | 11% | i | 12 | -10% | 15% | 34%
COc1ccc(N2CSC3=C(C#N)C(c4cc(OC)ccc4OC)CC(=O)N3C2)c(OC)c1 (stereo unspecified) | 3 | 3% | 16% | . | i | 25 | . | 4% | 10%

(list continues)
SMILES | PMK inhibit | Bfl-1 displacement | HPDE-C7K KRASV12 | LYP inhibition | Spn DPM-DC inh | Spn MK inh | HT1080 cytotoxicity | Alkaline phosphatase | HPDE-C7 cytotoxicity | others
CCCCOCP(=O)(CCCC)COCCCC | 1 | -2% | -17% | -3% | i | 11 | 0% | 8% | -15% | PMK inhibit pilot replicates=0.5;Spn MK inh pilot replicates=0.0;Spn DPM-DC inh pilot screen %=0.0
COCCn1c(N)c(C(=O)OCc2ccccc2)c2nc3ccccc3nc21 | 8 | -4% | 22% | 14% | . | 0 | -3% | 11% | 21%
COc1cc(C(=O)Oc2ccccc2)ccc1OCc1c(C)noc1C | 0 | -7% | -7% | . | i | 0 | -11% | 8% | -7%
CCOc1ccc2c(c1)c1nnc(SCC(=O)N3CCC(C)CC3)nc1n2C | 15 | -2% | -19% | 7% | i | . | -32% | 14% | -11% | PMK inhibit pilot replicates=1.0;Spn DPM-DC inh pilot screen %=0.0
Cc1ccc(Cn2ncc3c(NCCCN4CCOCC4)ncnc32)cc1 | 2 | 1% | 10% | 10% | i | 0 | 6% | 14% | -3% | PMK inhibit pilot replicates=7.5;Spn MK inh pilot replicates=2.5;Spn DPM-DC inh pilot screen %=1.0
COc1cccc(C2=NO[C@@H]3C(=O)N(c4ccc5c(c4)OCCO5)C(=O)[C@H]23)c1OC | 15 | 0% | 2% | -9% | i | 15 | -7% | 7% | -10%
Cc1ccccc1OCc1nc2ccccc2c(=O)n1NC(=O)c1ccco1 | 0 | 7% | -18% | 2% | i | 2 | 8% | 21% | -18%
CCNC(=O)N1c2ccc(OC)cc2C(C)=CC1(C)C | 9 | 10% | 10% | 6% | i | 9 | -8% | 5% | 3%
CC(=O)c1ccc(NS(=O)(=O)Cc2ccccc2)cc1 | 2 | 2% | 7% | 7% | i | 5 | 5% | 12% | 0%
CSc1ccc(C2C3(C#N)C(N)=NC4(OCCO4)C23C#N)cc1 (stereo unspecified) | 8 | -3% | -5% | 1% | i | 0 | -1% | 10% | -5%
CCOc1cc(C(=O)N2CCOCC2)ccc1OCc1ccccc1 | 7 | 3% | -7% | 1% | i | 0 | -3% | -4% | 5%
O=C(c1cc2ccccn2n1)N1CCN(c2ccccn2)CC1 | 10 | 0% | 0% | 8% | i | 1 | -1% | 6% | -6%
Cn1c(SCc2ccc(Br)cc2)nnc1-c1ccncc1 | 11 | 0% | 10% | 7% | i | 7 | 10% | -1% | 9%
COCCN1C(=O)c2ccc(C(=O)O)cc2C1=O | 0 | 2% | -4% | -3% | i | 11 | -3% | 7% | -12%
COc1ccc(OC)c(C2/C(=C(\O)c3ccc4c(c3)OCCO4)C(=O)C(=O)N2CCCN(C)C)c1 (stereo unspecified) | 7 | 6% | 10% | 8% | i | 0 | 14% | 11% | -7% | PMK inhibit pilot replicates=2.5;Spn MK inh pilot replicates=0.5;Spn DPM-DC inh pilot screen %=2.0
O=C(Nc1cc(C(F)(F)F)ccc1N1CCCC1)c1ccc2c(c1)OCO2 | 6 | -5% | 8% | 9% | i | 3 | 11% | 13% | -2% | PMK inhibit pilot replicates=2.5;Spn MK inh pilot replicates=0.0;Spn DPM-DC inh pilot screen %=1.5
CCCCOC(=O)c1cc(=O)[nH]c2ccccc12 | 10&0 | . | . | 11% | i | 6&4 | -6% | . | .
NC(=O)SCC(=O)Nc1cccc(Cl)c1 | 0 | -16% | -1% | 12% | i | 5 | 9% | 20% | 0% | PMK inhibit pilot replicates=3.0;Spn MK inh pilot replicates=0.5;Spn DPM-DC inh pilot screen %=0.5
CC1CCN(C(=O)CCCOc2cc(=O)n(C)c3ccccc23)CC1 | 10 | -7% | 3% | . | i | 0 | 3% | 8% | 4%
CCc1nc(NCc2ccco2)c2oc3ccccc3c2n1 | 1 | 6% | -13% | 9% | i | 14 | 2% | 1% | -23%
CCOc1ccc(CSC2=NCCN2)cc1Cl | 8 | -8% | 12% | . | i | 12 | 13% | 7% | -4%
CN(CC(=O)N1CCCCCC1)S(=O)(=O)c1cccc2cccnc12 | 6 | 6% | 12% | 7% | i | 7 | 0% | 2% | 6%
O=C(CSc1nnc(-c2ccccc2)o1)n1c2c(c3ccccc31)CCCC2 | 3 | -3% | 70%* | 15% | i | 3 | 1% | 10% | 53%*
COc1ccc(CNC(=O)c2c(O)c3cccc4c3n(c2=O)CCC4)cc1 | 7 | -4% | -18% | 16% | i | 8 | -8% | 12% | -14%
CN(C=C1C(=O)CC(C)(C)CC1=O)CCN1CCNCC1 | 4 | -7% | 8% | 17% | i | 0 | -1% | 11% | -15% | PMK inhibit pilot replicates=4.5;Spn MK inh pilot replicates=0.0;Spn DPM-DC inh pilot screen %=0.0
COc1ccc(C(=O)Nc2ccccc2C(N)=O)cc1 | 4 | 8% | 4% | -20% | i | 2 | 8% | 12% | 12%
Cc1ccc(S(=O)(=O)CCc2nnc(NC(=O)c3cnccn3)s2)cc1 | 20 | -2% | 8% | . | i | 0 | -4% | 2% | -8% | PMK inhibit pilot replicates=2.0;Spn MK inh pilot replicates=0.5;Spn DPM-DC inh pilot screen %=3.0
O=C(C1=COCCO1)N1CCN(C(c2ccccc2)c2ccccc2)CC1 | 5 | 14% | 9% | . | i | 3 | -9% | 2% | -4%
Cc1onc(-c2ccccc2)c1C(=O)Nc1ccncc1 | 0 | 0% | 3% | 3% | i | 0 | 2% | 4% | 8%
O=C(C1CCN(S(=O)(=O)Cc2ccccc2)CC1)N1CCCc2ccccc21 | 4 | -3% | 5% | -6% | i | 0 | -7% | 5% | 0%
